From PubChem BioAssay
NALP3 yeast inh: blocks the NALP3 inflammasome reconstituted in yeast; Yeast reconstituted NLRP3/ASC/caspase-1, beta-gal luminescence, 24 h; inhibition, % at 10 µM; hit rate 0.39% among 330,000; AID 2825;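 active = inhibition of 50% or more; inactive = inhibition below 50%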;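 also: plate controls were induced DMSO wells for no effect and uninduced yeast grown without galactose for full effect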
tim10-1 inh: growth inhibitors of tim10-1 mutant yeast; S. cerevisiae tim10-1 ts strain growth, BacTiter-Glo, 24 h; inhibition, % at 20 µM; hit rate 2.2% among 330,000; AID 463190;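 active = inhibition of at least 40%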;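 also: mutant grown at 25 °C; 0% = DMSO wells with yeast and 100% = wells holding no yeast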
beta cell repl: MIN6 beta-cell proliferation induction. MIN6 cells proliferation, ATPlite luminescence, 48 h; cells starved in 0.2% serum; 100% = growth in 10% serum. proliferation, % at 10 µM. hit rate 0.29% among 330,000;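 active = compounds whose signal lies at least 3.5 SD above the mean of all wells on their plate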;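 also: 0% = DMSO-treated cells in low-serum medium and 100% = 10% serum control; some compounds called inactive have numbers as strong as hits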
TIM10 inh: growth inhibitors of TIM10 yeast strain; S. cerevisiae TIM10 strain growth, BacTiter-Glo luminescence, 24 h; inhibition, % at 10 µM; hit rate 1.4% among 330,000;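 active = inhibition of 40% or more at the single tested concentration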;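 also: wild-type TIM10 isogenic control strain grown at permissive 25 °C; 0% = DMSO yeast wells and 100% = minimal medium wells without yeast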
mIAP inh: blocks mouse intestinal alkaline phosphatase; purified mouse IAP, CDP-Star luminescence, 30 min; inhibition, % at 10 µM; hit rate 0.2% among 330,000;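 active = inhibition of at least 40% at 10 µM in the primary screen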;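 also: plate controls were DMSO with enzyme for no effect and no enzyme wells for full effect; values of inactives mirror those of a sister screen read the other way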
mIAP act: increases mouse intestinal alkaline phosphatase activity. muIAP, CDP-Star luminescence, 30 min; stronger effect = higher value; 1 = vehicle-only enzyme signal, 0 = enzyme-free wells. activation factor at 10 µM. hit rate 0.24% among 330,000;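 active = activation factor of at least 2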; also: the source names both 10 and 20 µM as test concentration; values of inactives mirror those of a sister screen read the other way
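System: mouse IAP enzyme. Reagent: CDP-Star chemiluminescent phosphatase substrate. Benchmarks: DMSO wells, no-enzyme wells. Times: 30 min enzyme-substrate-compound incubation at room temperature. Detection: luminescence from enzymatic CDP-Star hydrolysis. Doses: test compounds delivered from DMSO solution.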
hIAP inh: blocks human intestinal alkaline phosphatase | inhibition, % at 10 µM | AID 2544 | hit rate 0.12% among 330,000 | purified IAP, CDP-Star luminescence, 30 min;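 active = inhibition reaching a set limit with compound at 10 µM in the primary screen, cut at about 35% in these data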;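 also: plate controls were DMSO wells with enzyme for no effect and no-enzyme buffer wells for full effect; values of inactives mirror those of a sister screen read the other way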
Target sequence (P09923 whole entry, looked up): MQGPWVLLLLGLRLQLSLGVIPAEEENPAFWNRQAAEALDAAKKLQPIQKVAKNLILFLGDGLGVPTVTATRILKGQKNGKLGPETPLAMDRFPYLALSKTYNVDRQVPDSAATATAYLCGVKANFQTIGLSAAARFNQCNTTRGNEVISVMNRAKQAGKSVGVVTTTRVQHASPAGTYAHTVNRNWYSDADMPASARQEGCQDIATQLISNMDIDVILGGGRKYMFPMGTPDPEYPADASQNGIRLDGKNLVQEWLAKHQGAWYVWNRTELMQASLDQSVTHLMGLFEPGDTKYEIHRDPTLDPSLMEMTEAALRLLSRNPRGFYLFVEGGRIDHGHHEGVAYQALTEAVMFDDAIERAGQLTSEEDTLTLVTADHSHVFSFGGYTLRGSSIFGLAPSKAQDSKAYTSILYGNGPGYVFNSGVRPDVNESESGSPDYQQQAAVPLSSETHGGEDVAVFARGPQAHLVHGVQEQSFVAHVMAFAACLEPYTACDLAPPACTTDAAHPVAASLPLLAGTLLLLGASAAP
A3A deaminase: inhibitors of human APOBEC3A DNA deaminase. inhibition, % at 20 µM. recombinant A3A, FAM/TAMRA ssDNA deamination fluorescence. hit rate 0.41% among 330,000. P31941;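 active = at least 40% inhibition at 20 µM here, with at most 30% in a related deaminase screen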;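 also: plate controls were A3A with DMSO for no effect and wells lacking A3A enzyme for full effect; some results filed as inactive read as strong as hits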
A3G deaminase: blocks human APOBEC3G single-stranded DNA deamination; AID 493012; recombinant A3G, ssDNA deamination FAM/TAMRA fluorescence; hit rate 0.28% among 330,000; Q9HC16; inhibition, % at 20 µM;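 active = inhibition of at least 40% at 20 µM, with no more than 30% in the related APOBEC3A deaminase screen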;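 also: plate controls were DMSO wells with A3G for no effect and wells lacking A3G enzyme for full effect; some compounds called inactive have numbers as strong as hits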
Target sequence (Q9HC16 whole entry, looked up): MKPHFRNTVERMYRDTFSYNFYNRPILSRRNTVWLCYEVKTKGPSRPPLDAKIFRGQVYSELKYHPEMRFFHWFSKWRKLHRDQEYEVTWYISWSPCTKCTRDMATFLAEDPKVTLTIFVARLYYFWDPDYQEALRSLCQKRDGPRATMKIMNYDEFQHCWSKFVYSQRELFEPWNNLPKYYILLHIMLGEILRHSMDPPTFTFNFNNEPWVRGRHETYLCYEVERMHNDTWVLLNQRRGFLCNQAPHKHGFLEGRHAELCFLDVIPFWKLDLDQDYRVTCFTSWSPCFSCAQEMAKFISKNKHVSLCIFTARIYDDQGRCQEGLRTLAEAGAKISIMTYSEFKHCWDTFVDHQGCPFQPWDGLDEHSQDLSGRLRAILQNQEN
Active calls of the source: *. Hits appear at their usual frequency; overall some 4.6% were active at least once.

| SMILES | NALP3 yeast inh | tim10-1 inh | beta cell repl | TIM10 inh | mIAP inh | mIAP act | hIAP inh | A3A deaminase | A3G deaminase |
| --- | --- | --- | --- | --- | --- | --- | --- | --- | --- |
| CCOc1ccc(-n2c(SCC(=O)NCc3ccco3)nc3c(c2=O)SCC3)cc1 | 2 | -8 | 0 | 6 | -4 | 1 | 0 | 0 | -1 |
| CC(C)c1ccc(C(CC(=O)O)N2Cc3ccccc3C2=O)cc1 (stereo not drawn) | -11 | 8 | -3 | 3 | -9 | 1.1 | 11 | 1 | 0 |
| COc1cc(NC(=O)c2ccc(NC3=NC4CS(=O)(=O)CC4S3)cc2)cc(OC)c1OC (stereo not drawn) | 21 | 12 | -4 | 6 | 1 | 0.99 | 12 | -1 | -3 |
| CN(CCOc1ccccc1)C(=O)CNC(=O)c1ccc(C(C)(C)C)cc1 | 17 | 30 | -2 | 3 | -1 | 1 | -4 | 4 | -5 |
| O=S(=O)(Nc1cccc(-c2ccc(N3CCOCC3)nn2)c1)c1cc(Cl)ccc1Cl | 40 | 1 | 2 | 16 | 5 | 0.95 | 4 | -4 | -13 |
| Cc1sc2ncnc(SCc3ccco3)c2c1C | 50 | 22 | 0 | -3 | 8 | 0.92 | 4 | -1 | 2 |
| CC(C)C(NC(=O)C1CCCCC1)C(=O)NC1CCCC(C)C1C (stereo not drawn) | 21 | 12 | -5 | -6 | 2 | 0.98 | -27 | 0 | -4 |
| C1=Nc2c(NCc3ccccc3)ncnc2Oc2ccccc21 | 17 | 23 | -3 | 1 | 4 | 0.96 | 10 | 1 | 9 |
| Cc1coc2cc3oc(=O)c(CCC(=O)NC4CC4)c(C)c3cc12 | 13 | -12 | -1 | -2 | 9 | 0.91 | 3 | -3 | -7 |
| CCCNC(=O)CN1C(=O)NC(Cc2c[nH]c3ccccc23)C1=O (stereo not drawn) | 7 | 7 | -4 | 5 | -6 | 1.1 | 4 | 3 | -3 |
| Cc1ccc(-n2nc3c(=O)n(CCCC(=O)NCc4ccc(F)cc4)nc(C)c3c2C)cc1 | 2 | 5 | -3 | -1 | 5 | 0.95 | -2 | -2 | -4 |
| CCOc1ccc(CCNC(=O)COC(=O)c2ccc(OC)c(OC)c2OC)cc1OCC | -7 | 27 | 0 | 3 | -7 | 1.1 | -4 | -5 | -7 |
| CCOc1ccc(N2C(=O)CC(Sc3nc(CC(C)C)ccc3C#N)C2=O)cc1 (stereo not drawn) | 15 | 33 | -3 | 19 | 5 | 0.95 | -1 | -3 | -8 |
| COc1ccc(C(=O)/C=C/Nc2cc(C)ccn2)cc1 | 21 | -2 | -2 | 13 | -5 | 1.1 | 1 | -6 | -4 |
| S=c1[nH]nc(COc2ccc(Cl)cc2)n1C1CCCCC1 | 15 | 32 | 0 | 40* | 6 | 0.94 | -32 | -7 | -5 |
| NC(=S)COc1ccccc1 | 17 | -2 | 0 | 13 | 7 | 0.93 | 13 | -2 | -5 |
| COc1ccc(OC)c(Cc2nnc(CCC(=O)N3CCCCCC3)o2)c1 | 12 | 14 | 2 | 12 | -2 | 1 | -3 | -1 | -7 |
| CC1CCN(Cc2ccc(-c3nnn(CC(=O)Nc4ccccc4Cl)n3)cc2)CC1 | 11 | -8 | -6 | -1 | 0 | 1 | 7 | -7 | -18 |
| CN(C)c1ccc(/C=C(/NC(=O)c2ccccc2)C(=O)N2CCCC2)cc1 | 9 | 14 | 12 | -1 | 10 | 0.9 | -3 | -4 | -9 |
| COc1nc(-c2ccccc2)ccc1-c1noc(-c2ccccc2F)n1 | -7 | -15 | -3 | 0 | 13 | 0.87 | 17 | 0 | -5 |
| CCOc1cc(CNCc2ccccn2)cc(Cl)c1OC | 15 | -4 | -1 | -13 | 7 | 0.93 | 2 | 1 | 4 |
| O=Cc1ccc(N2CCCC2)c(F)c1 | 15 | 4 | 1 | 3 | -4 | 1 | 10 | -5 | -4 |
| Cc1ccc(NC(=O)C2(N3CCC3=O)CCCCC2)cc1 | -8 | 23 | -2 | 15 | 8 | 0.93 | -4 | 0 | -4 |
| COc1ccc(N(C)S(=O)(=O)c2cccc(C(=O)NC3CCCC(C)C3C)c2)cc1 (stereo not drawn) | 4 | -5 | -5 | -1 | 7 | 0.93 | 16 | -2 | -13 |
| COc1ccc(/C=C/c2c([N+](=O)[O-])c(=O)n(C)c(=O)n2C)cc1OC | 4 | -15 | -3 | -5 | 7 | 0.93 | -4 | -4 | -6 |
| CCCn1c(SCC(=O)N(C)CC(=O)Nc2ccc(C)cc2)n[nH]c1=O | 4 | -3 | -6 | 10 | -4 | 1 | 7 | -3 | -3 |
| COC(=O)[C@@]12CCCN1[C@H](c1ccc(-c3ccccc3)cc1)[C@@H]1C(=O)N(C)C(=O)[C@@H]12 | 11 | 29 | -4 | 19 | 3 | 0.97 | -6 | -1 | -7 |
| CC(C)(C)c1ccc(C2(C)NC(=O)NC2=O)cc1 (stereo not drawn) | 0 | -8 | 0 | 5 | 4 | 0.96 | 11 | -5 | -11 |
| CCOc1ccc(OCCN(C)Cc2ccccc2)cc1 | 15 | 0 | -2 | 0 | -2 | 1 | -6 | 0 | -6 |
| CCCN(C(=O)CSc1nc2ccccc2n1CC)C1CCS(=O)(=O)C1 (stereo not drawn) | 4 | 11 | -3 | 5 | 4 | 0.96 | -19 | -3 | -2 |
| CCSc1nnc(-c2ccc(S(=O)(=O)N3CCOCC3)cc2)n1CC1CCCO1 (stereo not drawn) | 5 | 18 | 0 | -9 | -1 | 1 | -15 | -2 | -2 |
| O=C(CSc1nnc(-c2ccncc2)n1Cc1ccccc1)NC1CCCc2ccccc21 (stereo not drawn) | 8 | 18 | 0 | -2 | 6 | 0.94 | -1 | 3 | -1 |
| CSc1ccc(CN(C)C(=O)c2cc(=O)c3ccccc3o2)cc1 | 6 | 1 | -3 | 2 | -7 | 1.1 | -4 | 2 | -2 |
| CCOC(=O)Cc1c(C)nc2c(-c3ccccc3)cnn2c1C | 27 | 1 | -4 | 15 | 10 | 0.9 | 7 | -3 | -10 |
| CCOC(=O)Nc1ccc(NC(=O)c2c(OC)cccc2OC)cc1 | 17 | 22 | 0 | 2 | -4 | 1 | 4 | 1 | 4 |
| CC1CCN(C2=C(NS(=O)(=O)c3ccccc3)C(=O)c3ccccc3C2=O)CC1 | 15 | 11 | -3 | 2 | 5 | 0.95 | -5 | 1 | 12 |
| CSc1ccccc1NC(=O)c1ccc(CN2CCOCC2)cc1 | 20 | -6 | -1 | -3 | 8 | 0.92 | -2 | -4 | -5 |
| COC(=O)C1C(=O)c2c([nH]c(C(=O)OCCSC)c2C)CC1C (stereo not drawn) | -2 | 34 | -4 | 24 | 0 | 1 | 2 | -6 | -8 |
| S=C1NC2(CCCCC2)Nc2ccccc21 | 4 | -8 | -1 | 0 | 12 | 0.89 | 10 | -2 | -12 |
| CC(=O)Nc1ccc(NC(=O)C(F)(F)F)cc1 | 10 | 10 | -2 | -15 | 2 | 0.98 | -44 | -1 | -10 |
| CCN(CC)c1ccc(/C=N/NC(=O)Cc2nnc(NC(=O)Nc3ccccc3)s2)cc1 | 21 | 20 | -2 | 14 | 8 | 0.92 | 10 | 1 | -2 |
| CCOC(=O)C1C(=O)C=C(/C=C/c2ccccc2)CC1c1ccc(Cl)cc1 (stereo not drawn) | -23 | 13 | -7 | 16 | 13 | 0.87 | -5 | -2 | -2 |
| O=C(NCC(=O)N1CCN(C(=O)c2ccco2)CC1)c1ccc(Cl)cc1 | 13 | -13 | -1 | -4 | 1 | 0.99 | 4 | 1 | -1 |
| COc1ccc(CNC(=O)C(c2ccncc2)N(C(=O)Cc2cccs2)c2ccc(C)cc2)cc1 (stereo not drawn) | 1 | 2 | -4 | 14 | -2 | 1 | 0 | 3 | 2 |
| COc1cccc(-c2cc(N3C(=O)Nc4ccccc4N3O)n[nH]2)c1 | 8 | -6 | -3 | 2 | -17 | 1.2 | -4 | 0 | 0 |
| CN(C)S(=O)(=O)c1ccc(C(=O)NC(=O)CSc2nncs2)cc1 | -6 | 2 | 0 | -5 | 1 | 0.99 | -11 | -1 | -1 |
| CC1CC(C)CN(CCCNC(=O)c2ccc3c(c2)ncn3C2CCCC2)C1 (stereo not drawn) | 23 | 10 | -2 | -10 | -2 | 1 | -30 | 3 | 7 |
| COc1ccc(CNCc2cc3c(cc2[N+](=O)[O-])OCO3)cc1 | 26 | -16 | -3 | -34 | 6 | 0.94 | 13 | 1 | -2 |
| CN1CCN(C(=O)c2ccc(-c3ccc(Br)cc3)o2)CC1 | 13 | 7 | -3 | 1 | 0 | 1 | -14 | -3 | -7 |
| COc1ccc(C(N)c2nccc3cc(OC)c(OC)cc23)cc1OC (stereo not drawn) | 15 | -6 | -2 | 4 | 0 | 1 | -35 | -2 | -6 |

New compounds follow
| SMILES | NALP3 yeast inh | tim10-1 inh | beta cell repl | TIM10 inh | mIAP inh | mIAP act | hIAP inh | A3A deaminase | A3G deaminase |
| --- | --- | --- | --- | --- | --- | --- | --- | --- | --- |
| Cc1ccc(OCC(=O)NCc2cccs2)c([N+](=O)[O-])n1 | 9 | 8 | 1 | -9 | 20 | 0.8 | 1 | -3 | -6 |
| CC(OC(=O)c1ccccc1NCCO)C(=O)NCC(=O)Nc1ccc(F)c(F)c1F (stereo not drawn) | 8 | -3 | -4 | 8 | 1 | 0.99 | 9 | 15 | 0 |
| CC(C)c1ccc(C(C)NCCS(=O)(=O)c2ccc(Br)cc2)cc1 (stereo not drawn) | 16 | 11 | -5 | 25 | -2 | 1 | 0 | 1 | -7 |
| Cc1ccc(-n2c(C)c3c(C)nnc(C)c3c2C)cc1C | -3 | 17 | -3 | 18 | 8 | 0.92 | -15 | -5 | -3 |
| Cc1ccc(C(=O)NCC(C)(C)N2CCOCC2)s1 | 5 | 3 | 5 | 5 | -3 | 1 | -4 | 1 | 2 |
| COC(=O)c1ccc(Oc2coc3cc(OCc4ccc([N+](=O)[O-])cc4)ccc3c2=O)cc1 | 7 | 14 | -3 | 3 | 12 | 0.88 | 12 | -3 | -8 |
| CCC(C(=O)OC)n1cnc2c(nnn2-c2ccc(OC)cc2)c1=O (stereo not drawn) | -1 | 8 | -2 | 1 | 16 | 0.84 | 11 | 1 | -7 |
| Cc1ccc(C(=O)NCC(=O)N/N=C/c2sccc2C)cc1[N+](=O)[O-] | 10 | -8 | -5 | 8 | 12 | 0.88 | -1 | -2 | -8 |
| Cc1ccc(C)c(N2CCN(C(=O)c3ccc(Cn4c(=S)[nH]c5ccc(N6CCOCC6)cc5c4=O)cc3)CC2)c1 | 8 | 13 | -7 | -2 | 24 | 0.76 | -5 | 3 | -1 |
| COc1cc(OC)cc(-c2c(-c3ccc(C(C)=O)cc3)c3cc(-c4cccc5[nH]ccc45)ccc3n2C)c1 | 7 | 4 | -3 | 9 | 4 | 0.96 | 2 | -3 | -5 |
| c1ccc2oc(NC3=NCN(CC4CCCO4)CN3)nc2c1 (stereo not drawn) | 15 | 13 | 1 | -2 | 1 | 0.99 | 4 | 2 | 0 |
| CCOC(=O)c1cc(-c2ccc(F)cc2)n(CC(=O)N2CCCC2)c1C | 4 | 20 | -3 | 0 | -1 | 1 | -11 | 2 | 4 |
| Cc1ccc2nc(Cl)c(CNCc3ccccc3)cc2c1 | 20 | 6 | 2 | -1 | 2 | 0.98 | -16 | 2 | 4 |
| O=c1c2ccccc2nnn1-c1ccc(Br)cc1 | 6 | 11 | -2 | 20 | 2 | 0.98 | -2 | -2 | -4 |
